# Screens: PubChem BioAssay, The Scripps Research Institute Molecular Screening Center
# GPR151 activ: activates the human receptor GPR151. Q8TDV0. PathHunter beta-arrestin GPR151 cells, luminescence. activation, % at 11.2 µM. hit rate 1% among 650,000; in the data active = activation above about 4.9%;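 note: 0% = median of compound wells and 100% = cells with positive control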
# Target sequence (Q8TDV0 whole entry, looked up): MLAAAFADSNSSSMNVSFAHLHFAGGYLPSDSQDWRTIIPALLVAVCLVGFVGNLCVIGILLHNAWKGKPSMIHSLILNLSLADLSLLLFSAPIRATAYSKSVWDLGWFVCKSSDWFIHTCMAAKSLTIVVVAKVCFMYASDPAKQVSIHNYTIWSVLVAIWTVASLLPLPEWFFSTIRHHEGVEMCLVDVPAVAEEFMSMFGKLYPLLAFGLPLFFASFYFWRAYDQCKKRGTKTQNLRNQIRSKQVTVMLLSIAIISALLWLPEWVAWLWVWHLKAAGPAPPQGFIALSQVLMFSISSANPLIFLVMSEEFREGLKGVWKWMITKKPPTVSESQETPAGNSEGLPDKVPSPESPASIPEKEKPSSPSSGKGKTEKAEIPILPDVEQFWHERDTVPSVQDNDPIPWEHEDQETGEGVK
# TEAD-YAP block: TEAD-YAP interaction inhibition; HEK-TIYL cells, TEAD-Gal4/YAP UAS-luciferase luminescence; inhibition, % at 9.12 µM; hit rate 1.4% among 640,000; AID 1259422; in the data active = inhibition above about 32%;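 note: 0% = median of test compound wells and 100% = reference inhibitor wells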
# FBW7 act: activators of human E3 ligase FBW7; Q969H0; AlphaScreen FBW7–phospho-cyclin E peptide binding, activator screen; normalized activity (activation), % at 26.1 µM; hit rate 0.13% among 650,000; in the data active = normalized activity above about 1.9%;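 note: purified mutant Fbw7 with reduced substrate affinity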
# MITF primary: inhibitors of human MITF. AID 1259374. AlphaScreen MITF homodimerization, bead proximity signal. O75030. inhibition, % at 2.6 µM. hit rate 0.91% among 650,000; in the data active = inhibition above about 50%;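 note: 0% = vehicle wells with protein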
# Target sequence (O75030 whole entry, looked up): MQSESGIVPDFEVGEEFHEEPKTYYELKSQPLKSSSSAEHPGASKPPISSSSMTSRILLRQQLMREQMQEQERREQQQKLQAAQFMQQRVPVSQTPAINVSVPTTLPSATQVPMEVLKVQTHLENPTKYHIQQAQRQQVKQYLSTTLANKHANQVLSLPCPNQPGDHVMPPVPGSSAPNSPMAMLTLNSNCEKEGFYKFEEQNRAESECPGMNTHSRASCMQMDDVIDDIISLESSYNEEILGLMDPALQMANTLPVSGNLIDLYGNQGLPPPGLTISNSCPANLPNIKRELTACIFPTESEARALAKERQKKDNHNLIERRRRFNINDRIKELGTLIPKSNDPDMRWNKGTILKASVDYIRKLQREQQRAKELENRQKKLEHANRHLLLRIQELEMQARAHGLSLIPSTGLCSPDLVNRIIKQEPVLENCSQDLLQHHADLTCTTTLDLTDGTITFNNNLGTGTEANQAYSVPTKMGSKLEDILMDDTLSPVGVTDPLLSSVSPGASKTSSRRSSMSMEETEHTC
# Active calls of the source: *.
SMILES,GPR151 activ,TEAD-YAP block,FBW7 act,MITF primary
COc1ccc(S(=O)(=O)N2CCN=C2SCc2ccccc2F)cc1,0.0,-14.4,0.1,7.8
CC(C(=O)Nc1ccc(Oc2ccccc2)cc1)N(c1ccccc1)S(C)(=O)=O (configuration not stated),0.6,1.5,-0.1,-13.4
CN(Cc1c(O)ccc2c(=O)c(-c3ccc(Cl)cc3)c(C(F)(F)F)oc12)C1CCCCC1,0.8,-5.2,-0.2,2.0
CCn1c2ccc(F)cc2c2nnc(NN)nc21,0.6,-2.1,-0.1,-7.0
COc1cc(C)c(C)cc1S(=O)(=O)Nc1ccc(-n2c(C)nc3ccccc3c2=O)cc1,-1.7,-0.7,1.0,12.5
Cc1ccc(CN(Cc2cc3cccc(C)c3n3nnnc23)C(=O)C2CC2)cc1,-0.5,-4.4,0.1,3.2
CCCCC(=O)Nc1c(C(=O)Nc2ccc(OC)cc2OC)oc2ccccc12,-1.0,-5.8,0.0,3.3
CN(Cc1cccnc1)C(Cc1ccccc1)C1CCN(C(=O)Cn2cncn2)CC1 (configuration not stated),2.7,-6.0,-0.1,-3.0
CCOC(=O)C1=C(C(F)(F)F)NC(=S)NC1c1ccc2c(c1)OCO2 (configuration not stated),0.1,-3.0,-0.1,8.0
Cc1ccc(N2C(=NC(=O)C(C)C)SC3CS(=O)(=O)CC32)cc1 (configuration not stated),-0.5,-7.4,-0.2,0.4
Cc1n[nH]c(C)c1N1C(=O)c2cccc3cc(Br)cc(c23)C1=O,1.4,-1.0,0.3,7.0
Cc1sccc1CC(=O)O,-0.4,3.9,0.1,13.9
CCn1c(C(=O)O)c(CNCc2ccc(Cl)cc2)c2ccc(C)cc21,1.3,-1.0,-0.2,-6.2
O=C(/C=C/c1ccccc1)c1c(O)c2ccccc2[nH]c1=O,0.7,4.0,0.2,4.9
O=[N+]([O-])c1c(Nc2ccccc2Cl)cc(N2CCCCC2)c2nonc12,3.2,-0.1,0.1,5.1
O=C(O)CN(CCN(CC(=O)O)CC(=O)O)CC(=O)O,-1.0,1.1,0.0,18.1
COc1ccc(S(=O)(=O)NNC(=O)Cc2ccc([N+](=O)[O-])cc2)cc1,1.9,5.5,0.0,6.6
COc1ccccc1CNC(=O)c1cccc(C)c1[N+](=O)[O-],2.1,6.0,0.1,11.4
CNC(=O)CSc1nnnn1CCCOC,-1.7,-4.0,0.1,-10.8
COc1ccc(Nc2nc3c(c(=O)n(C)c(=O)n3C)n2CCO)cc1OC,0.4,3.2,0.1,-6.0
O=C(O)CNC(=O)CNS(=O)(=O)c1ccc([N+](=O)[O-])cc1,-0.3,-0.9,0.2,-6.0
COCCn1nnnc1C(c1ccc2ncccc2c1)N1CCN(C2CCCCC2)CC1 (configuration not stated),-0.7,2.7,0.3,14.8
C=CCn1c(SCC(=O)Nc2ccc(S(=O)(=O)Nc3nc(C)cc(C)n3)cc2)nnc1-c1cccnc1,-1.7,7.7,0.1,18.4
COC(=O)C1=C(C)N(c2ccccc2F)C(=O)/C1=C\c1ccc(OC)cc1OC,-1.5,1.0,-0.3,-5.7
CCOC(=O)CN=C1NC(=S)N(c2ccccc2)C12CCCCC2,-0.6,1.4,-0.1,3.1

# Laid out differently: entries from further up
smiles	GPR151 activ	TEAD-YAP block	FBW7 act	MITF primary
CCCCC(=O)Nc1c(C(=O)Nc2ccc(OC)cc2OC)oc2ccccc12	-1.0	-5.8	0.0	3.3
CN(Cc1cccnc1)C(Cc1ccccc1)C1CCN(C(=O)Cn2cncn2)CC1 (configuration not stated)	2.7	-6.0	-0.1	-3.0
CCOC(=O)C1=C(C(F)(F)F)NC(=S)NC1c1ccc2c(c1)OCO2 (configuration not stated)	0.1	-3.0	-0.1	8.0
Cc1ccc(N2C(=NC(=O)C(C)C)SC3CS(=O)(=O)CC32)cc1 (configuration not stated)	-0.5	-7.4	-0.2	0.4
Cc1n[nH]c(C)c1N1C(=O)c2cccc3cc(Br)cc(c23)C1=O	1.4	-1.0	0.3	7.0
Cc1sccc1CC(=O)O	-0.4	3.9	0.1	13.9
CCn1c(C(=O)O)c(CNCc2ccc(Cl)cc2)c2ccc(C)cc21	1.3	-1.0	-0.2	-6.2
O=C(/C=C/c1ccccc1)c1c(O)c2ccccc2[nH]c1=O	0.7	4.0	0.2	4.9
O=[N+]([O-])c1c(Nc2ccccc2Cl)cc(N2CCCCC2)c2nonc12	3.2	-0.1	0.1	5.1
O=C(O)CN(CCN(CC(=O)O)CC(=O)O)CC(=O)O	-1.0	1.1	0.0	18.1
COc1ccc(S(=O)(=O)NNC(=O)Cc2ccc([N+](=O)[O-])cc2)cc1	1.9	5.5	0.0	6.6
COc1ccccc1CNC(=O)c1cccc(C)c1[N+](=O)[O-]	2.1	6.0	0.1	11.4
CNC(=O)CSc1nnnn1CCCOC	-1.7	-4.0	0.1	-10.8
COc1ccc(Nc2nc3c(c(=O)n(C)c(=O)n3C)n2CCO)cc1OC	0.4	3.2	0.1	-6.0
O=C(O)CNC(=O)CNS(=O)(=O)c1ccc([N+](=O)[O-])cc1	-0.3	-0.9	0.2	-6.0
COCCn1nnnc1C(c1ccc2ncccc2c1)N1CCN(C2CCCCC2)CC1 (configuration not stated)	-0.7	2.7	0.3	14.8
C=CCn1c(SCC(=O)Nc2ccc(S(=O)(=O)Nc3nc(C)cc(C)n3)cc2)nnc1-c1cccnc1	-1.7	7.7	0.1	18.4
COC(=O)C1=C(C)N(c2ccccc2F)C(=O)/C1=C\c1ccc(OC)cc1OC	-1.5	1.0	-0.3	-5.7
CCOC(=O)CN=C1NC(=S)N(c2ccccc2)C12CCCCC2	-0.6	1.4	-0.1	3.1

# More results.
SMILES,GPR151 activ,TEAD-YAP block,FBW7 act,MITF primary
CC(=O)c1sc(=Nc2cccc(Cl)c2)n(CCCN2CCOCC2)c1C,0.4,-4.5,0.5,24.7
CCOC(=O)N/N=C/c1ccccc1Oc1nc(C)cc(OC)n1,-0.1,4.5,0.0,3.2
O=C(N/N=C/c1ccc([N+](=O)[O-])o1)c1ccc(C(F)(F)F)cc1,2.6,9.4,-0.1,4.3
Cn1c(N2CCNCC2)nc2c1c(=O)n(Cc1ccccc1)c(=O)n2C,3.0,-10.1,-0.1,-2.0
O/N=C/c1nc(-c2ccccc2)n2ccccc12,0.8,-22.9,-0.3,3.4
Cc1ccc(SCCCNC(=O)Nc2nccc(C)n2)cc1,-1.7,4.2,0.8,19.5
Cc1ccn2c(=O)c(C(=O)Nc3ccc(Br)cc3C)cnc2c1,0.6,-12.3,0.0,12.7
CC(C)N(CCNc1cc(Nc2ccc(N3CCOCC3)cc2)nc(N)n1)C(C)C,2.0,-3.0,-0.4,-1.4
C=CCn1c(SCc2ccncc2)nc2ccccc2c1=O,-1.5,-8.6,-0.1,4.0
CCCCCOC(=O)C1=C(C)NC(=O)NC1c1cc2c(cc1Br)OCO2 (configuration not stated),1.1,-1.6,0.0,15.6
O=S(=O)(c1ccccc1Br)N1CCNCC1,-0.8,2.9,0.0,21.9
O=C(Nc1ccc(N2CCOCC2)cc1)C1CCN(C(=O)NCc2cccs2)CC1,-0.6,0.8,-0.1,-4.0
CC(=O)Nc1c(O)nc(SCC(=O)Nc2nc3ccccc3s2)[nH]c1=O,0.8,-5.4,0.6,22.3
NC1=NC2=C(CCCC2)C2(CCCCC2)S1,3.2,20.8,0.1,11.6
COc1cc(/C=C2\C(=O)N(c3ccc(C)cc3)N=C2C)c(Cl)cc1O,0.4,8.2,-0.1,24.0
COc1ccc(-n2nc([N+](=O)[O-])c(=Nc3ccc(C)c(F)c3)n2O)cc1,0.7,0.4,-0.3,6.3
Nc1cc2c(cc1[N+](=O)[O-])OCCOCCOCCO2,-1.8,0.9,-0.1,-5.0
Cc1ccccc1NC(=O)CCCCCN1C(=O)c2ccccc2C1=O,-0.7,14.7,-0.1,-0.5
Cc1ccc2c(c1)N(CC(=O)NCc1ccccc1)C(=O)CO2,0.2,-1.2,-0.1,0.2
CN(CC(=O)NCCCN1CCOCC1)S(=O)(=O)c1cc(Cl)ccc1Cl,-1.0,2.5,0.3,9.5
O=C(O)CNCCC(=O)c1ccccc1,0.8,-3.1,-0.1,7.1
CC(C)OCCCNC(=O)C(=O)NC1CCCCC1,0.2,0.3,0.0,6.9
Cc1csc(SCc2cc(=O)c(OC(=O)c3cccc(Cl)c3)co2)n1,-0.6,-2.5,0.0,7.0
CC(C)(O)C#Cc1ccc(C(=O)NCc2cccs2)s1,1.3,-23.0,0.2,14.4
CCCNS(=O)(=O)c1ccc(OCC(=O)Nc2cccc([N+](=O)[O-])c2)cc1,-0.8,9.0,-0.1,22.7

# Later entries.
SMILES,GPR151 activ,TEAD-YAP block,FBW7 act,MITF primary
Cc1ccc2nc(Cl)c3cc(C(=O)N=C4NC(=O)CN4C)sc3c2c1,6.1*,1.8,0.0,-0.3
CC(C)(C)CC(=O)NC(=S)N1CCCCCC1,2.1,-2.2,0.5,15.1
N#Cc1ccccc1OCC(=O)N/N=C/c1cc([N+](=O)[O-])cc([N+](=O)[O-])c1O,0.8,0.5,-0.1,-3.2
CC(=O)c1cccc(OCc2ccc(Br)cc2)c1,-0.9,-58.9,0.2,-10.6
Cc1c(C(=O)N2CCCC(C)C2)sc2ncnc(N3CCOCC3)c12 (configuration not stated),-1.0,-1.3,-0.2,-1.1
Cc1sc2ncnc(Sc3ccc([N+](=O)[O-])nc3)c2c1C,-0.1,4.4,0.2,7.5
O=C(CCCC(=O)Nc1ccc(F)c(F)c1)Nc1ccc(F)c(F)c1,0.6,-0.5,0.2,8.4
O=C(c1cc2nc(-c3ccco3)cc(C(F)(F)F)n2n1)N1CCCCCC1,0.0,-10.6,0.4,-4.8
CCOC(=O)c1cccc(NC(=O)c2ccc3c(=O)n4c(nc3c2)CCCCC4)c1,-0.3,-2.2,-0.2,3.4
CC(=O)N(CC1CC1)C1CCN(Cc2ccccc2S(C)(=O)=O)CC1,-0.7,10.2,0.4,10.0
OC1(c2cccnc2)CCN(CCN2CCCCC2)CC1,1.0,1.4,0.0,-12.0
COc1cccc(C2=N/C(=C\c3cccc(Cl)c3)C(=O)O2)c1,0.1,-0.7,0.0,0.1
COc1ccc(-c2cnc3cccc(NC(C)=O)c3c2)cc1,0.4,-29.1,0.2,13.7
O=C(/C=C/c1c(Cl)cccc1Cl)Nc1ccc(S(=O)(=O)Nc2ncccn2)cc1,-0.5,0.8,0.3,1.0
CCOc1cc(C2C(C#N)=C(N)Oc3n[nH]c(-c4ccc(OC)cc4)c32)ccc1O (configuration not stated),1.3,9.6,0.2,6.5
CCCC1=NN2C(=N)/C(=C/c3ccc(OC(=O)c4ccc(Cl)cc4)c(OC)c3)C(=O)N=C2S1,0.1,2.1,0.0,9.5
COCCn1c(=NC(=O)c2ccc([N+](=O)[O-])o2)sc2cc([N+](=O)[O-])ccc21,1.3,-1.3,-0.1,-2.4
COc1ccc(CCNc2nc(Nc3nc4ccccc4n3C)nc3nc[nH]c23)cc1,1.0,5.6,-0.4,7.8
NC(=O)c1ccc(-c2ccc(N3CCOCC3)nc2)s1,-11.8,50.1*,0.1,18.0
COC(=O)c1c(OCc2ccccn2)cc(=O)n2c1CCN(C(=O)C1CCCCC1)CC2,1.6,-13.7,0.2,10.7
O=C1C2=C(Nc3ccccc3SC2c2ccco2)c2ccccc21 (configuration not stated),0.1,-0.5,-0.1,11.8
CCOC(=O)c1cnc2ccc(C(=O)OC)cc2c1Nc1ccc(C)cc1C,4.0,-3.1,-0.1,-5.1
CCOC(=O)c1c(NC(=O)c2nn3c(c2Cl)NC(c2cccs2)CC3C(F)(F)F)sc2c1CCCC2 (configuration not stated),-1.2,-4.9,0.3,4.5
N#CC1=C(N)Oc2c(oc(CO)cc2=O)C1c1ccc(Cl)cc1 (configuration not stated),0.0,9.7,0.0,20.6
NC(=O)C1CCN(C(=S)c2ccccc2)CC1,-0.3,-1.0,-0.1,-4.2

# Record cards, from the list above.
# `CN(Cc1c(O)ccc2c(=O)c(-c3ccc(Cl)cc3)c(C(F)(F)F)oc12)C1CCCCC1` in the list: GPR151 activ = 0.8; TEAD-YAP block = -5.2; FBW7 act = -0.2; MITF primary = 2.0
# `Cc1ccc(N2C(=NC(=O)C(C)C)SC3CS(=O)(=O)CC32)cc1` (configuration not stated) in the list: GPR151 activ = -0.5; TEAD-YAP block = -7.4; FBW7 act = -0.2; MITF primary = 0.4

# Later entries
SMILES,GPR151 activ,TEAD-YAP block,FBW7 act,MITF primary
COc1ccc(C(=O)CN2C(=O)NC3(CCCCC3)C2=O)cc1OC,-0.4,3.4,0.1,7.5
COc1ccc(CSc2nnc(SCC(N)=O)s2)cc1,-2.1,-16.7,-0.1,-1.1
Oc1oc(-c2ccc(Br)cc2)nc1C=Nc1ccc(Cl)cn1,-0.8,0.0,-0.1,11.2
O=C(NCc1cccnc1)/C(=C\c1cccc(Oc2ccccc2)c1)S(=O)(=O)c1ccccc1,-2.6,81.6*,0.2,10.2
N#Cc1ccc(-c2nc(C(N)=O)c3[nH]c(=O)n(C4CCCCC4)c3n2)cc1,1.2,9.0,-0.2,-1.8
O=C1c2cccnc2C(=O)N1c1ccc(S(=O)(=O)NC2CCCCC2)cc1,-0.2,0.3,-0.4,15.4
CC(=O)c1cccc(-c2nc(C(=O)Nc3ccc(N4CCOCC4)cc3)cs2)c1,-0.9,-19.5,0.5,5.8
COc1ccc2c3c(c(=O)oc2c1)CN(C(=O)c1c(F)cccc1F)CC3,-0.7,-0.3,0.0,0.7

# No enrichment for hits; overall some 3.5% were active at least once.
